Screening data as filed in PubChem.
UHRF1 MBD2 ctr – UHRF1 methyl-DNA binding inhibition. Q96T88. UHRF1 binding to methylated oligo, TR-FRET. inhibition, % at 4.4 µM. hit rate 0.75% among 370,000. AID 687016; in the data active = inhibition above about 21%;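 note: UHRF1 SRA domain binding a hemimethylated CpG hairpin DNA probe; 0% = median of test compound wells and 100% = reference inhibitor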
PRMT1 FP inh – inhibitors of human PRMT1 | Q99873 | recombinant PRMT1, activity-based probe fluorescence polarization | inhibition, % at 2.79 µM | hit rate 1.3% among 370,000;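 active = inhibition above about 21% made by adding two undisclosed values, limit read from the data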
Target sequence (Q99873 whole entry, looked up): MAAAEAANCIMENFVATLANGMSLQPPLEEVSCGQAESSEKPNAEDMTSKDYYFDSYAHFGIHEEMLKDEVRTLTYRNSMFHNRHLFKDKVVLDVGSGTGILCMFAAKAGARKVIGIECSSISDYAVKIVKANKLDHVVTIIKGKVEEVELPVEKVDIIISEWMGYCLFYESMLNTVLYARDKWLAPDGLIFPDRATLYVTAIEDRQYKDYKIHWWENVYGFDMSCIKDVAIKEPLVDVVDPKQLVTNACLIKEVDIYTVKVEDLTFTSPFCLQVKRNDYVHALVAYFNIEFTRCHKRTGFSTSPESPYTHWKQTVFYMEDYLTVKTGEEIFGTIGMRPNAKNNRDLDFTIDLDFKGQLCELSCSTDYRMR
Tn6 DDE FP – DD(E)-Tn6 binding inhibition, primary FP screen; P02675; Fibrin DD(E) TRITC-Tn6 fluorescence polarization displacement; inhibition, % at 8.3 µM; hit rate 0.21% among 370,000; AID 720509;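 active = inhibition above a per-campaign cutoff: mean of compounds within control limits plus 3 SD, cut at about 15% in these data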;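 note: 0% = median of all compound wells on the plate and 100% = blocking peptide control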
MBD2 inh – MBD2-methylated oligo binding inhibition; Q9UBB5; TR-FRET, MBD2 binding to methylated oligonucleotide; inhibition, % at 4.4 µM; hit rate 0.31% among 370,000; AID 686964; in the data active = inhibition above about 13%
Target sequence (Q9UBB5 whole entry, looked up): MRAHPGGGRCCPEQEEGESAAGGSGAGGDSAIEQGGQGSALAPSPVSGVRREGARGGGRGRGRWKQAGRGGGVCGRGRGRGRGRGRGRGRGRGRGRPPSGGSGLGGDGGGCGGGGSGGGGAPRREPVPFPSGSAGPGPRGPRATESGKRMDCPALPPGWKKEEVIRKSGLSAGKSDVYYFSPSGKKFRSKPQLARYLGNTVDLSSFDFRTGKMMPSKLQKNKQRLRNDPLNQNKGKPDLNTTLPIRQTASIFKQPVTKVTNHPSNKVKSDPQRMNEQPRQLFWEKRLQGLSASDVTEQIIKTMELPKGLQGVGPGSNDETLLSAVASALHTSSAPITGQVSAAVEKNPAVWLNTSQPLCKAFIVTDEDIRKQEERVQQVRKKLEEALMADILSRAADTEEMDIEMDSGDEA
TCR CD3 inh – inhibitors of human TCR-CD3 interaction | TAMRA-labeled TCR probe fluorescence, biochemical | inhibition, % at 9.4 µM | hit rate 0.37% among 360,000; in the data active = inhibition above about 19%;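 note: recombinant mutant TCR 2C K166C tagged with TAMRA read by polarization; 0% = receptor in buffer alone and 100% = receptor with positive control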
SIAE primary – inhibitors of human sialic acid acetylesterase SIAE | SIAE FP-Rh probe binding, fluorescence polarization | inhibition, % at 9.66 µM | hit rate 0.69% among 370,000;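 active = inhibition above a cutoff: mean of compounds within the control limits plus 3 SD of those, cut at about 17% in these data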;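 note: 0% = plate median of compound wells and 100% = probe without SIAE protein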
Tn7 DDE FP – DD(E)-Tn7 binding inhibition, primary FP screen; P02675; FP displacement of FITC-Tn7 peptide from fibrin DD(E); 0% = median of compound wells per plate; inhibition, % at 8.3 µM; hit rate 0.13% among 370,000; AID 720508;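 active = inhibition above the mean of compounds falling within the control limits plus 3 SD of them, cut at about 14% in these data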;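 note: 0% = plate median of compound wells and 100% = 10 µM Aha-Tn7 peptide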
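System: human fibrin DD(E); quantity: Fibrin-DD(E) at 2 µM final; also added: fluorescent Tn7 probe at 0.1 µM; compound dosing: single nominal test concentration of 8.3 µM per compound; schedule: 10 min preincubation, 3 h with tracer, room temperature; detection: fluorescence polarization of the labelled Tn7 tracer; repeats: one replicate per compound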
KLK7 zymogen act – activates the human kallikrein-7 zymogen; activation, % at 7 µM; hit rate 0.9% among 370,000; AID 652039; P49862; purified proKLK7, EDANS-DABCYL substrate fluorescence; 100% is mature enzyme control, 0% vehicle;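 active = activation above the mean of all tested compounds plus 3 SD, computed per campaign excluding outliers beyond control limits, cut at about 13% in these data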
Target sequence (P49862 whole entry, looked up): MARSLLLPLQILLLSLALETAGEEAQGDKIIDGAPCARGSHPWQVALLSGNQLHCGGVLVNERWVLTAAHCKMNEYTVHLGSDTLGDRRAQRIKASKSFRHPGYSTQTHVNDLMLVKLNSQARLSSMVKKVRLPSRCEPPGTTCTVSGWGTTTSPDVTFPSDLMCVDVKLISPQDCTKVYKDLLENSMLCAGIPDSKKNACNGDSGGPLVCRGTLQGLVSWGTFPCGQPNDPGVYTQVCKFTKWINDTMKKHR
TDP2 absorb – TDP2 (human) inhibition, absorbance primary screen | AID 720702 | hit rate 0.34% among 370,000 | inhibition, % at 12.8 µM | recombinant TDP2, T5PNP hydrolysis, p-nitrophenol absorbance 415 nm;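 active = inhibition above the mean of all tested compounds plus 3 SD, set per campaign, cut at about 25% in these data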;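 note: 0% = DMSO with enzyme and 100% = buffer with substrate but no TDP2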
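Evaluation: % inhibition relative to enzyme-containing and enzyme-free wells. Material: recombinant human TDP2. Benchmarks: enzyme-free and DMSO wells. Timing: enzyme reaction with compound for 2 h at 37 °C. Compound dosing: 12.8 µM only. Measured by: p-Nitrophenol epi absorbance. Reagent: T5PNP substrate at 5 mM, a TopII-DNA adduct mimic. Replication: single well per compound.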
LEDGF integ inh – blocks HIV-1 LEDGF/p75-dependent DNA integration; hit rate 0.64% among 370,000; AID 743269; inhibition, % at 3.7 µM; TR-FRET IN-LEDGF/p75 DNA integration, Eu/Cy5;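 active = inhibition above the screen-wide mean plus 3 SD, cut at about 13% in these data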;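 note: signal is the Cy5 over europium emission ratio at 671 and 618 nm; 0% = plate median of compound wells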
Starred values were filed as active, the others as inactive; · = no result given.

SMILES | UHRF1 MBD2 ctr | PRMT1 FP inh | Tn6 DDE FP | MBD2 inh | TCR CD3 inh | SIAE primary | Tn7 DDE FP | KLK7 zymogen act | TDP2 absorb | LEDGF integ inh
CC(=O)Nc1ccc2[nH]c(C)c(CC=C(Cl)Cl)c(=O)c2c1 | 1 | -3 | -1 | -1 | -7 | -2 | -4 | 0.5 | -8 | -3
CCCn1nc(NC(=O)CC)c2cc3cccc(C)c3nc21 | -1 | 4 | -3 | 1 | -1 | 0 | -1 | 3.4 | -12 | 6
COC(=O)c1ccc2c(c1)C(C)(C)C(/C=C/c1ccccc1O)=[N+]2C | -8 | 0 | 58* | 2 | -104 | -295 | -20 | 32* | 1 | 2
CC(OC(=O)c1cccc(S(=O)(=O)N(C)C)c1)C(=O)NCC(=O)Nc1ccc(F)c(F)c1F (stereo unspecified) | -1 | 5 | -5 | -4 | -4 | -1 | -3 | 0.1 | 11 | 1
CC(C)c1nnc(NC(=O)C2CCN(C(=O)Nc3ccccc3)CC2)s1 | 0 | 1 | -4 | -1 | -5 | -2 | -3 | 0.1 | 2 | -1
C=CCOc1ccc(/C=N/NC(=O)C2CCCC2)cc1OCC | -1 | -4 | 7 | -4 | 3 | 1 | -4 | -0.7 | 1 | 2
CCOC(=O)N[C@H](C(=O)N1CCC[C@H]1C(=O)NCCc1ccccc1Cl)c1ccccc1 | 5 | 5 | -7 | 0 | -4 | 1 | 5 | 0.5 | -4 | 1
COc1ccccc1NS(=O)(=O)c1ccc(C)c(C(=O)NCC2CCCO2)c1 (stereo unspecified) | 5 | 4 | -4 | -1 | -3 | -3 | -2 | -0.6 | 1 | -2
COc1cccc(-c2cc(CNC(=O)[C@H]3O[C@@H](n4cnc5c(N)ncnc54)[C@H](O)[C@@H]3O)no2)c1 | 0 | -3 | -4 | 1 | -6 | 20* | -7 | -0.1 | -1 | 7
COC(=O)[C@]1(Cc2ccccc2)N[C@H](CN(C)S(=O)(=O)c2ccc(-c3ccccc3)cc2)[C@@H]2C(=O)N(Cc3ccccc3)C(=O)[C@@H]21 | -1 | 3 | 7 | -4 | 2 | -5 | -1 | -0.2 | -3 | 0
Cc1c(C=O)c2ccccc2n1CC(=O)O | 0 | -2 | -11 | -4 | 3 | 1 | -10 | -0.1 | -1 | 8
Cc1ccc(OCCC(=O)OCC(=O)Nc2cc(C)nn2-c2ccccc2)cc1 | -3 | -1 | 1 | -4 | -1 | -4 | 5 | -0.4 | -14 | -3
CC1CCCC(NC(=O)c2ccc3c(c2)OCO3)C1C (stereo unspecified) | 0 | -2 | -1 | 2 | 3 | -2 | -2 | 0.1 | 2 | 2
CCn1c(SCC(=O)Nc2nccs2)nnc1-c1ccccn1 | 2 | 1 | -1 | 2 | 3 | -5 | -14 | -0.3 | -7 | 3
COc1ccc(CN2CCC2(C)C(=O)Nc2ccc(OC)c(OC)c2)cc1 (stereo unspecified) | 2 | 0 | 3 | 9 | 0 | 10 | -3 | 0.2 | 2 | 0
C#CCn1c2ccccc2c(=O)n1C(C)CBr (stereo unspecified) | 11 | -3 | -3 | -1 | 0 | -3 | -8 | 0.6 | 8 | 1
COc1ccc(-c2cc(C(F)(F)F)nc(S(C)(=O)=O)n2)cc1 | 0 | 2 | -4 | -2 | 2 | -6 | 1 | 0.8 | -15 | 1
O=CC(=Cc1ccccc1)c1ccccc1 | 1 | 3 | -1 | -4 | -5 | -4 | -7 | -0.4 | -1 | 2
CCCCCc1nnc(NC(=O)C2=COCCO2)s1 | 1 | 5 | -3 | 8 | -11 | -4 | 7 | -0.2 | -14 | -3
O=C(c1ccc(Cl)cc1)c1coc2ccc(O)cc12 | 0 | 2 | -6 | 4 | 4 | -6 | 2 | -0.3 | 1 | 2
COc1ccc(S(=O)(=O)n2ccnc2)c2cccnc12 | 22* | 0 | 5 | -3 | 3 | -1 | -7 | 4.5 | -7 | 1
Cc1ccc(C2=NOC(C)(c3sc(-c4ccc(Cl)cc4)nc3C)C2)cc1 (stereo unspecified) | -2 | 1 | -1 | -3 | 5 | -4 | -6 | -0.2 | 5 | 0
NS(=O)(=O)c1ccc(NC(=O)CSc2nc3ccccc3nc2N2CCOCC2)cc1 | -2 | 3 | -5 | -1 | 3 | 0 | -3 | 1.0 | -2 | 3
CC(C)(C)c1ccc(C(=O)NN2CCOCC2)cc1 | -1 | 0 | -2 | 2 | 1 | 4 | -1 | 0.1 | 6 | 0
CC1(C(=O)Nc2cccc3ncccc23)CCN1C(=O)CCc1ccccc1 (stereo unspecified) | 0 | 1 | 0 | 4 | 0 | -6 | -2 | 0.5 | 8 | -4
Following part
SMILES | UHRF1 MBD2 ctr | PRMT1 FP inh | Tn6 DDE FP | MBD2 inh | TCR CD3 inh | SIAE primary | Tn7 DDE FP | KLK7 zymogen act | TDP2 absorb | LEDGF integ inh
Cc1nn(CC(=O)N2CCCCCC2)c(=O)c2cc3occc3n12 | -2 | 1 | 1 | 2 | 2 | 5 | 2 | -0.2 | -7 | -3
O=c1c2ccccc2nnn1Cc1ccc(Br)cc1 | 0 | 1 | 1 | 2 | 0 | -2 | 3 | 0.6 | 4 | -5
CC1CCCC(C)N1S(=O)(=O)c1ccc(NC(=O)CNCC2CCCO2)cc1 (stereo unspecified) | 0 | -2 | 2 | -2 | 6 | -1 | 3 | 0.1 | 2 | -4
COc1ccc(-c2nnc(SCc3cccc(F)c3)n2-c2ccccc2)cc1 | 1 | -5 | -5 | 0 | · | -1 | -2 | 0.1 | -5 | 2
Cc1cc(NC(=O)CN2C(=O)S/C(=C\c3ccccc3)C2=O)no1 | -2 | 2 | 3 | -6 | -1 | -18 | 6 | 0.5 | -6 | 5
CCNC(=S)N(Cc1cccs1)Cc1cc2cc(OCC)ccc2[nH]c1=O | 0 | 1 | 1 | -3 | -3 | 6 | 2 | 1.3 | 0 | 2
CC(=O)Nc1ccc(CC(=O)NCCC(c2ccccc2)c2ccccc2)cc1 | 2 | 2 | -13 | 0 | -11 | 0 | -5 | 0.2 | -15 | -7
O=C(CCCSc1ccccc1)Nc1nc(-c2ccccn2)cs1 | -1 | 7 | -3 | -3 | 8 | -8 | -1 | 0.0 | -3 | 1
CC(C)OC(=O)c1c(N)n(CCCN2CCOCC2)c2nc3ccccc3nc12 | -7 | 1 | 3 | -8 | 0 | -3 | 3 | 28* | 4 | -1
Cc1[nH]ccc(=O)c1OCC(=O)O | 1 | 0 | 8 | 0 | -3 | -4 | 3 | -0.5 | 17 | -2
CN(C)c1c(F)cc(-c2nn[nH]n2)cc1F | 1 | -3 | -8 | -1 | -3 | 9 | 10 | 0.3 | -6 | 3
COc1cc(COCC(O)CN2CCN(Cc3ccccc3)CC2)cc(OC)c1OC (stereo unspecified) | -1 | -2 | -3 | 0 | -8 | -1 | -4 | 0.2 | 1 | -3
CCc1nc2ccc(C(=O)NCCCn3ccnc3)cn2c1N(CC)CCN(C)C | 0 | -1 | -2 | -4 | -2 | 3 | 0 | 0.1 | 0 | 2
Cc1nc2sc(C(c3cccs3)N3CCC(C(N)=O)CC3)c(O)n2n1 (stereo unspecified) | 1 | -3 | -1 | -2 | -1 | -4 | -1 | 0.3 | 6 | -2
COc1ccc(OC)c2c(C)cc(C)nc12 | -2 | -1 | -3 | 0 | 3 | 8 | -13 | -0.4 | -2 | -2
O=C(N[C@@H](Cc1ccccc1)C(=O)O)c1cccnc1 | -1 | 0 | -2 | -7 | 3 | 2 | -1 | -1.2 | -2 | 3
Cc1ccc(-c2nc(CS(=O)CC(=O)NC3CCCCC3)c(C)o2)cc1 (stereo unspecified) | -4 | 1 | -4 | -1 | 1 | 6 | -6 | 0.4 | 7 | -3
CC(=O)OCn1ncc(N2CCOCC2)c(Br)c1=O | -2 | -4 | 6 | -1 | 6 | 15 | -2 | -0.4 | -2 | 1
COc1cc(NC(=O)C2C3C=CC(C3)C2C(=O)O)ccc1NC(=O)c1ccccc1 (stereo unspecified) | 0 | 5 | 6 | 0 | 2 | 7 | 11 | 0.1 | -2 | -3
CC(C)c1ccc(/C=C/C(=O)Nc2ccc(CN3CCOCC3)cc2)cc1 | 2 | -3 | -3 | -1 | 0 | 1 | 6 | 0.3 | 2 | -5
CCOC(=O)C(C)Oc1ccc(OCc2ccccc2)cc1 (stereo unspecified) | 2 | -1 | 1 | 3 | 0 | 2 | 2 | -0.5 | -10 | 2
Cc1nc2ccc(Nc3nc4cc(S(=O)(=O)N5CCOCC5)ccc4o3)cc2s1 | -4 | 7 | -21 | -1 | 1 | -22 | -8 | -0.3 | -10 | 0
Cc1cc(NC(=O)c2ccc3c(c2)C(=O)N(c2cccc(C)c2C)C3=O)no1 | 1 | 2 | 6 | 1 | -2 | 0 | -2 | 0.2 | 13 | -2
CC1CCN(CC(O)COC2CCC(C(C)(C)C)CC2)CC1 (stereo unspecified) | -1 | -2 | -4 | -3 | 5 | -4 | -1 | 0.6 | -5 | -5
CCCOc1ccc(CNC(=O)Cn2c(=O)oc3ccccc32)cc1 | -1 | -2 | -10 | 2 | 2 | 8 | -2 | -0.8 | 7 | 0
Next section:
SMILES | UHRF1 MBD2 ctr | PRMT1 FP inh | Tn6 DDE FP | MBD2 inh | TCR CD3 inh | SIAE primary | Tn7 DDE FP | KLK7 zymogen act | TDP2 absorb | LEDGF integ inh
O=C(Nc1ccccc1-c1ccccc1)C1CCC1 | -2 | -3 | 7 | -4 | 3 | 2 | -3 | -0.2 | -2 | 7
CCCCCCN1C[C@H](n2cc(-c3ccc(F)cc3)nn2)[C@@H](O)C[C@@H]1c1ccc(C)cc1 | 3 | 1 | -1 | -1 | -5 | -3 | -4 | -0.6 | 1 | -2
CC(=O)Nc1ccc(N=C(C2=C(O)c3ccccc3C2=O)c2ccccc2)cc1 | 3 | 5 | 5 | -2 | -9 | -3 | 0 | 0.3 | -10 | -3
COc1ccc(OC)c(C2=NS(=O)(=O)N(C)C(C(=O)N3CCC4(CC3)OCCO4)=C2)c1 | 0 | 3 | -4 | 3 | -5 | -6 | 1 | 0.6 | -3 | -2
O=C(c1ccccc1F)N1CCN(c2cccc(C(F)(F)F)c2)CC1 | -2 | -1 | 7 | -5 | 11 | 3 | -6 | 0.2 | -2 | 0
O=C(CSc1ccccc1)Nc1ccc(Cl)c(S(=O)(=O)N2CCOCC2)c1 | 1 | -3 | -7 | 1 | -6 | 3 | -2 | -0.3 | 0 | -4
CCOC(=O)CSc1nc2ccccc2n1C(=O)OCC | 1 | 1 | 0 | 7 | -4 | -5 | 9 | 0.7 | -5 | -1

Three entries from above, ordered by SMILES length, falling:
SMILES | UHRF1 MBD2 ctr | PRMT1 FP inh | Tn6 DDE FP | MBD2 inh | TCR CD3 inh | SIAE primary | Tn7 DDE FP | KLK7 zymogen act | TDP2 absorb | LEDGF integ inh
CC(=O)Nc1ccc(N=C(C2=C(O)c3ccccc3C2=O)c2ccccc2)cc1 | 3 | 5 | 5 | -2 | -9 | -3 | 0 | 0.3 | -10 | -3
O=C(c1ccccc1F)N1CCN(c2cccc(C(F)(F)F)c2)CC1 | -2 | -1 | 7 | -5 | 11 | 3 | -6 | 0.2 | -2 | 0
CCOC(=O)CSc1nc2ccccc2n1C(=O)OCC | 1 | 1 | 0 | 7 | -4 | -5 | 9 | 0.7 | -5 | -1
